RSV CPE inhibition = RSV antiviral activity via CPE protection, HEp-2 cells, primary 10 µM value included (AID 2391). HEp-2 cells, RSV-induced CPE inhibition; higher % means a stronger effect. CPE inhibition, % at 10 µM, or IC50 in µM where a hit was titrated. 310,000 tested, 0.13% active; in the data active = a potency from the dose series; inconclusive = CPE inhibition mostly from about 23% at the one dose, without a potency; inactive = the rest, 99 in 100 with CPE inhibition below about 21%; note: strong numbers were not always called active
Myeloid diff MLP = induction of myeloid progenitor differentiation, primary screen, cell-based, flow cytometry, MLPCN library. ER-HoxA9 myeloid progenitors, lysozyme-GFP differentiation. calls only at 10 µM. 360,000 tested, 1% active. AID 624256, 2012;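 active = normalized GFP-positive differentiation at or above the plate's own cutoff, the solvent-only control mean plus 3 SD; inconclusive = no clear call, values can overlap the other calls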;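 note: cells exposed to compound for four days before flow analysis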
West Nile antiviral = West Nile virus antiviral activity, cell-based, CPE readout (AID 1621); CPE inhibition, % at 10 µM, or IC50 in µM where a hit was titrated; West Nile virus-infected cells, CPE inhibition; higher % means a stronger effect; 290,000 tested, 0.02% active; in the data active = a potency from the dose series; inconclusive = CPE inhibition mostly from about 3.7% at the one dose, without a potency; inactive = the rest, 99 in 100 with CPE inhibition below about 2.2%; note: strong numbers were not always called active
b-catenin transl = modulators of beta-catenin nuclear translocation, primary screen, imaging, HeLa cells, immunofluorescence, high-content. 190,000 tested, 0.3% active. AID 1665, 2009. nuclear translocation activity, % at 5 µM;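 active = nuclear translocation activity above 50% at 5 µM, with a well cell count of 50 or more; inconclusive = wells under 50 cells across six images, flagged as toxic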;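 note: per-cell ratio of nuclear to cytoplasmic median beta-catenin stain intensity; plate controls were DMSO negative control for no effect and GSK-3 inhibitor IX positive control for full effect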
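Technique: fluorescence imaging of beta-catenin antibody stain plus DAPI / Material: human HeLa cell line / Incubation: compound treatment 24 h, 37°C, 5% CO2 / Read-out basis: % activation of per-cell nuclear versus cytoplasmic median beta-catenin signal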
Large T inhibition = SV40 large T antigen inhibitors, biochemical (AID 1903); 310,000 tested, 0.39% active; inhibition, % at 20 µM; hits with a dose series show IC50 in µM; SV40 large T antigen ATPase/helicase inhibition assay; higher % means a stronger effect; in the data active = a potency from the dose series; inconclusive = inhibition mostly from about 32% at the one dose, without a potency; inactive = the rest, 99 in 100 with inhibition below about 32%; note: strong numbers were not always called active
PhoP inhibition = inhibitors of PhoP regulon expression, primary screen, Salmonella Typhimurium, GFP reporter (AID 1863). S. Typhimurium PhoP-regulated promoter GFP reporter, 4 h; higher % means a stronger effect. inhibition, % at 50 µM, or IC50 in µM where a hit was titrated. 300,000 tested, 0.16% active;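 active = inhibition over 29.93%, a cutoff 3 SD above the screen mean, later confirmed by dose response; inconclusive = inhibition over 29.93% but no dose response follow-up; inactive = inhibition at most 29.93% or unconfirmed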;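 note: 0% = low Mg2+ inducing control and 100% = high Mg2+ repressing control; strong numbers were not always called active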
Rac1 GTP hydrolysis = MgcRacGAP GTPase-activating activity inhibitors, confirmation, biochemical, ADP Hunter fluorescence; Rac GTPase-activating protein 1 (Homo sapiens); MgcRacGAP-stimulated Rac1 GTP hydrolysis, ADP Hunter fluorescence; higher % means a stronger effect; GST-tagged Rac1 F28L mutant substrate; one-dose inhibition, % at 30 µM; IC50 in µM for titrated hits; 340,000 tested, 0.6% active; AID 624330, 2012;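 active = first-screen hits whose inhibition reached a set limit at any dose in the follow-up dose series; inconclusive = inhibition above the set first-screen limit but never retested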;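 note: fluorescence reports GDP produced by GAP-driven GTP hydrolysis; strong numbers were not always called active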
WT yeast gro inh = growth inhibition of WT strain, primary screen, mitochondrial fusion inhibitor project, WT and mutant strains, chemical genetic. mitochondrial fusion phenotypic screen. inhibition, % at 10 µM. 190,000 tested, 2.1% active. AID 1362, 2008; in the data active = inhibition above about 58%; tested in S. cerevisiae
T cell modulator = modulators of CD8 T cell-vesicle binding, primary screen, mouse 2C CD8+ T cells, flow cytometry; 2C CD8+ T cell-vesicle binding; stronger effect = lower value; calls only at 7 µM; 330,000 tested, 0.068% active;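 active = response, share of CD8 T cells binding vesicles, and their 90th percentile fluorescence all below set limits, cut at about 80% in these data, passing the limit was not always enough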
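Assay system: 2C TCR transgenic mouse naive CD8+ T cells, MACS-purified | Read-out: CD8+ gate FL2 mean fluorescence as % of same-row positive control | Signal: High-throughput flow cytometry with anti-B7-1 and anti-CD8 staining | Timing: Binding step 1.5 h, 37 °C, antibody labelling 20 min, ice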
WT yeast gro inh mutant strain = second read-out of WT yeast gro inh, no call of its own (marks repeat the call); inhibition, %; mitochondrial fusion phenotypic screen, mutant strain inhibition
b-catenin transl cell count 5 µM = recorded beside b-catenin transl, whose call it bears; cell count; measured here: cell count, cytotoxicity flag
T cell modulator vesicle-bound % = second read-out of T cell modulator, no call of its own (marks repeat the call); double positive events, %; measured here: CD8+ vesicle-bound cell fraction;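 binding gate set so that unloaded-vesicle control wells show 10% double positive cells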
Myeloid diff MLP GFP+ MAC1+ % = also measured in Myeloid diff MLP; calls as there; GFP+ MAC1+ double positive, %; measured here: differentiation confirmed by MAC1 staining
An asterisk follows results filed as active; i = inactive; ? = inconclusive; · = no result given.

SMILES	RSV CPE inhibition	Myeloid diff MLP	Myeloid diff MLP GFP+ MAC1+ %	West Nile antiviral	b-catenin transl	b-catenin transl cell count 5 µM	Large T inhibition	PhoP inhibition	Rac1 GTP hydrolysis	WT yeast gro inh	WT yeast gro inh mutant strain	T cell modulator	T cell modulator vesicle-bound %
CCCCN=C1NN=C(c2ccc(C)c(C)c2)CS1	-0.4%	i	0.2	-1.1%	0.0	1125	11%	7%	·	-9	-12	i	43
CCS(=O)(=O)N1CCN=C1SCc1ccccc1	1.1%	i	1.8	-0.3%	·	·	18%	-4%	15%	·	·	i	9
O=C(Nc1ccc2c(c1)Cc1ccccc1-2)c1cc2ccccc2o1	3.0%	i	1.4	-0.2%	·	·	·	·	13%	·	·	i	19
CCOc1cc(/C=C2\SC(=N)N(c3nccs3)C2=O)ccc1OCCN1CCOCC1	2.5%	i	1.0	-0.9%	·	·	12%	-15%	6%	5	5	i	51
COC(C[C@H]1O[C@H]1[C@H](O)[C@@H](C)OCc1ccccc1)OC	·	i	1.3	0.0%	-0.3	1361	·	-3%	-1%	·	·	·	·
O=C(Cc1ccccc1F)Nc1nc2ccccc2[nH]1	-1.0%	i	0.4	0.0%	0.1	1487	5%	0%	5%	10	8	i	22
Nc1[nH]c(N=NC(=O)c2ccc(F)cc2)c2ccccc12	1.1%	i	0.4	0.8%	0.2	477	6%	-12%	3%	8	-8	i	32
O=S1(=O)N=C(Oc2ccccc2)c2ccccc21	0.0%	i	0.8	0.7%	-1.7	1217	0%	-4%	7%	9	2	i	41
Cc1ccccc1C(=O)N1CCC(C(=O)NN2C(=O)NC3(CCC(C)CC3)C2=O)CC1 (stereo unspecified)	-0.2%	i	0.3	·	·	·	·	·	1%	·	·	i	40
CCN(CC)C(=O)c1ccccc1NC(=O)CN1C(=O)c2ccccc2C1=O	0.2%	i	0.3	0.7%	-0.1	1546	3%	-2%	10%	-15	-17	i	28
CC(=O)N1CCC(C(=O)N2CCN(S(=O)(=O)c3cccs3)CC2)CC1	0.3%	i	0.6	0.1%	·	·	25%	4%	4%	·	·	i	16
O=C(Nc1cccc2cccnc12)c1cccc(Cl)c1	3.8%	i	0.5	-0.1%	·	·	13%	16%	11%	·	·	i	34
CC1=C(C(=O)OCc2ccccc2)C(c2ccccc2Cl)NC(=O)N1C (stereo unspecified)	6.4%	i	1.0	-0.9%	·	·	4%	10%	-2%	·	·	i	53
CCC(C)(C(=O)NC1CCCC1)N(Cc1cccs1)C(=O)c1ccccn1 (stereo unspecified)	1.7%	i	0.6	-0.6%	-0.3	1085	3%	-5%	3%	-12	-4	i	5
CCCCc1cc(O)c(CCCC)c(O)c1	?	i	1.4	1.2%	-1.5	941	22%	-8%	6%	0	18	i	24
CN1CCN(CCC(=O)Nc2ccc(C3CCCC3)cc2)CC1	-3.2%	i	0.7	1.0%	1.0	1481	7%	0%	8%	-4	7	i	48
Nc1nc(NC(=O)c2ccccc2)nn1-c1ccccc1	0.7%	i	0.8	-0.7%	-1.9	590	4%	6%	-1%	-10	-1	i	50
COc1ccc(NC(=O)c2cc(S(=O)(=O)N3CCOCC3)cn2C)cc1Cl	2.0%	i	1.4	-0.6%	·	·	6%	·	3%	·	·	i	29
O=C(CSc1nccc(=O)[nH]1)N1CCc2ccccc2C1	0.7%	i	4.8	1.3%	·	·	4%	7%	7%	-8	6	i	26
Cc1[nH]nc2c1C(c1ccsc1)C1=C(CC(C)(C)CC1=O)N2 (stereo unspecified)	-2.6%	i	0.4	1.2%	2.1	1046	13%	3%	7%	1	-7	i	21
O=C(C1CCC(=O)N(C2CCCC2)C1)N1CCN(c2ccc(Cl)cc2)CC1 (stereo unspecified)	15%	i	3.6	-1.0%	·	·	12%	-4%	0%	·	·	i	24
CSc1nsc(SC)c1C(=O)Nc1ccc(Cl)cc1	·	i	0.1	-0.7%	-2.0	1172	2%	-4%	10%	·	·	i	31
N#CC1(C#N)C(c2ccccc2)OC23CCCCCC2C1(C#N)C(=N)O3 (stereo unspecified)	2.1%	i	1.6	-0.5%	-0.6	1073	9%	-16%	1%	-4	4	i	57
Cc1cccc(NC(=O)/C=C/c2ccc([N+](=O)[O-])s2)c1	-1.5%	?	·	-1.0%	14	796	9%	7%	12%	0	0	i	56
O=C(CS(=O)(=O)c1ccccc1)Nc1ncc([N+](=O)[O-])s1	0.7%	i	0.5	-0.5%	·	·	16%	-1%	9%	·	·	i	51
O=C(Nc1ccc(Cl)c(Cl)c1)N1CC=C(c2ccccc2)CC1	4.5%	i	0.9	-0.4%	-0.1	1361	0%	-6%	4%	-1	3	i	23
Cc1cc(NCc2cccnc2)no1	1.1%	i	0.9	0.2%	-1.3	1322	9%	-6%	4%	·	·	i	16
O=C1CS/C(=C/C(=O)c2ccccc2)N1	0.1%	i	4.1	0.1%	-2.5	1119	2%	-2%	8%	9	9	i	17
CCc1ccc2nc(SCC(=O)Nc3nnc(C)s3)c(C)cc2c1	0.9%	i	0.7	-0.9%	2.6	1015	2%	-2%	-20%	-4	-30	i	6
O=C(c1ccc(CNc2c(N3CCCC3)c(=O)c2=O)cc1)N1CCc2ccccc2C1	2.6%	i	1.6	-0.1%	-0.3	1057	3%	-8%	5%	7	-1	i	39
COc1cc(/C=C(\C#N)c2nc3ccc(C)cc3[nH]2)c([N+](=O)[O-])cc1OC	16%	i	1.6	-0.3%	-1.2	1431	25%	3%	5%	4	8	i	35
CCCC[C@@H]1CNC(=S)N1CCc1cccc2ccccc12	7.0%	i	1.9	-1.4%	0.7	1153	1%	-8%	7%	75*	65*	i	38
O=C(NCc1cn2ccccc2n1)c1ccco1	0.8%	i	1.6	0.0%	-1.5	1050	2%	8%	2%	4	4	i	10
COC(=O)c1cc2c(-c3ccccc3)cc3ccccn3c-2c1C(=O)OC	14%	i	0.5	0.3%	·	·	19%	-1%	8%	25	35	i	31
COC(=O)CN(c1ccc(C)cc1)S(=O)(=O)c1ccc2c(c1)n(C)c(=O)c(=O)n2C	1.4%	i	0.8	0.2%	-1.4	1351	8%	0%	9%	-7	-18	i	52
Clc1cccc(-c2nc3nc4ccccc4nc3n2Cc2ccco2)c1	2.5%	i	1.1	-0.1%	·	·	5%	-2%	4%	4	6	i	40
CCC(Cc1ccccc1)NC(=O)CN1C(=O)CSc2ncccc21 (stereo unspecified)	-1.8%	i	3.6	-0.7%	-1.9	1109	11%	-4%	1%	-2	-9	i	34
O=C(CN1CCN(S(=O)(=O)c2ccc(C(F)(F)F)cc2)CC1)N1CCNC1=O	-0.4%	i	0.7	·	·	·	·	·	2%	·	·	i	19
S=C(c1ccc(-c2ccccc2Cl)o1)N1CCCCC1	4.0%	i	0.7	·	-1.7	942	1%	-21%	9%	-4	-13	i	33
CCC/C(=N\NC(=O)c1cccc(C)c1)c1ccccc1	1.2%	i	0.2	-0.5%	6.1	442	1%	-7%	10%	-11	-32	i	47
O=c1c2ccccc2c(=O)n2n1Cc1ccccc1C2	2.3%	i	0.2	0.4%	·	·	7%	-15%	15%	·	·	i	39
CCOC(=O)C1CCCN(CC(=O)NC2=Nc3ccccc3N=C(C)C2c2ccccc2)C1 (stereo unspecified)	1.8%	i	0.7	0.4%	1.3	897	1%	13%	2%	10	-5	i	50
c1ccc(CCNC2=NCCCS2)cc1	-1.7%	i	0.5	-0.1%	-0.4	1180	7%	-1%	15%	-21	-12	i	6
CCN1CCN(Cc2nc3c(c(=O)[nH]c(=O)n3C)n2Cc2ccccc2Cl)CC1	-0.5%	i	1.9	-0.2%	-10	1150	4%	·	7%	·	·	i	25
COc1ccc(CNC(=O)CN2C(=O)NC(C)(c3ccc(C(C)(C)C)cc3)C2=O)cc1 (stereo unspecified)	8.1%	·	·	-0.9%	·	·	7%	7%	5%	·	·	i	46
Cc1cccc(C)c1OCC(=O)OCC(=O)c1ccc2c(c1)NC(=O)CO2	4.1%	i	1.5	-0.4%	0.1	978	-2%	-18%	10%	-10	-10	i	48
CCOc1cc(C(=O)N(CC)CC(=O)Nc2c(F)cccc2F)ccc1OCC(=O)N1CCCCC1	-0.2%	i	0.3	·	·	·	23%	-3%	7%	·	·	i	52
CCSc1nnc([C@H](Cc2ccccc2)NC(=O)OC(C)(C)C)o1	-0.3%	i	0.4	-0.9%	0.1	1130	2%	1%	4%	14	-1	i	36
CC(NC(=O)COC(=O)/C(=C/c1cccs1)c1cccs1)c1ccccc1 (stereo unspecified)	16%	i	0.8	-1.5%	-1.3	1033	5%	20%	15%	52	12	i	56
CC(NC(=O)NC(=O)c1cccc(Cl)c1)c1ccccc1 (stereo unspecified)	4.1%	i	3.1	-0.4%	·	·	1%	10%	10%	·	·	i	59
CN(CCO)c1ccc(-c2n[nH]c(=O)c3ccccc23)cc1[N+](=O)[O-]	14%	i	0.1	-1.3%	·	·	3%	4%	5%	·	·	i	27
Cc1cc2cc(CNS(=O)(=O)c3ccccc3)ccc2n1C	-0.3%	i	2.9	-0.1%	·	·	7%	24%	13%	11	1	i	34
CC(C)CNC(=O)COC(=O)c1cc(S(=O)(=O)N2CCCCC2)ccc1N1CCOCC1	1.7%	i	0.6	0.2%	-1.4	859	-7%	20%	11%	3	8	i	43

Compound activity (PubChem BioAssay)
